# Compound activity as filed in PubChem BioAssay.
# HBB splicing: modulators of hemoglobin beta chain splicing | 65,000 compounds, 0.06% hits | Potency, µM (titrated, usually from 46.1 µM), for inactives: at the highest dose activation, actives largely listed as activators | AID 925 | HBB splicing reporter cell assay, activation; EGFP reporter with mutant IVS2-654 intron; response scale: normalised to 500 nM splice-correcting PNA; note: potency is the fitted concentration of half-maximal effect; 0% is about no effect
#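 Compounds were applied for 2 days to HeLa EGFP-654 cells, 500/well in Optimem with 2% FCS. The reporter's EGFP is disrupted by mis-splicing of beta-globin intron IVS2-654. Readout: summed well GFP fluorescence from 488 nm laser scanning; reference was 500 nM antisense […] 654 PNA.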
# BRCT inh green: BRCA1 BRCT-phosphoprotein interaction inhibition; P38398; BRCA1 BRCT-phosphopeptide binding, green fluorescence polarization; Potency, µM (highest dose often 76.9 µM), without a hit: top-dose activity change, negative = inhibition, hits mostly inhibitors; 75,000 compounds, 0.05% hits;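 note: potency is the fitted concentration of half-maximal effect; plate controls were peptide without protein for full effect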
# Target sequence (P38398 whole entry, looked up): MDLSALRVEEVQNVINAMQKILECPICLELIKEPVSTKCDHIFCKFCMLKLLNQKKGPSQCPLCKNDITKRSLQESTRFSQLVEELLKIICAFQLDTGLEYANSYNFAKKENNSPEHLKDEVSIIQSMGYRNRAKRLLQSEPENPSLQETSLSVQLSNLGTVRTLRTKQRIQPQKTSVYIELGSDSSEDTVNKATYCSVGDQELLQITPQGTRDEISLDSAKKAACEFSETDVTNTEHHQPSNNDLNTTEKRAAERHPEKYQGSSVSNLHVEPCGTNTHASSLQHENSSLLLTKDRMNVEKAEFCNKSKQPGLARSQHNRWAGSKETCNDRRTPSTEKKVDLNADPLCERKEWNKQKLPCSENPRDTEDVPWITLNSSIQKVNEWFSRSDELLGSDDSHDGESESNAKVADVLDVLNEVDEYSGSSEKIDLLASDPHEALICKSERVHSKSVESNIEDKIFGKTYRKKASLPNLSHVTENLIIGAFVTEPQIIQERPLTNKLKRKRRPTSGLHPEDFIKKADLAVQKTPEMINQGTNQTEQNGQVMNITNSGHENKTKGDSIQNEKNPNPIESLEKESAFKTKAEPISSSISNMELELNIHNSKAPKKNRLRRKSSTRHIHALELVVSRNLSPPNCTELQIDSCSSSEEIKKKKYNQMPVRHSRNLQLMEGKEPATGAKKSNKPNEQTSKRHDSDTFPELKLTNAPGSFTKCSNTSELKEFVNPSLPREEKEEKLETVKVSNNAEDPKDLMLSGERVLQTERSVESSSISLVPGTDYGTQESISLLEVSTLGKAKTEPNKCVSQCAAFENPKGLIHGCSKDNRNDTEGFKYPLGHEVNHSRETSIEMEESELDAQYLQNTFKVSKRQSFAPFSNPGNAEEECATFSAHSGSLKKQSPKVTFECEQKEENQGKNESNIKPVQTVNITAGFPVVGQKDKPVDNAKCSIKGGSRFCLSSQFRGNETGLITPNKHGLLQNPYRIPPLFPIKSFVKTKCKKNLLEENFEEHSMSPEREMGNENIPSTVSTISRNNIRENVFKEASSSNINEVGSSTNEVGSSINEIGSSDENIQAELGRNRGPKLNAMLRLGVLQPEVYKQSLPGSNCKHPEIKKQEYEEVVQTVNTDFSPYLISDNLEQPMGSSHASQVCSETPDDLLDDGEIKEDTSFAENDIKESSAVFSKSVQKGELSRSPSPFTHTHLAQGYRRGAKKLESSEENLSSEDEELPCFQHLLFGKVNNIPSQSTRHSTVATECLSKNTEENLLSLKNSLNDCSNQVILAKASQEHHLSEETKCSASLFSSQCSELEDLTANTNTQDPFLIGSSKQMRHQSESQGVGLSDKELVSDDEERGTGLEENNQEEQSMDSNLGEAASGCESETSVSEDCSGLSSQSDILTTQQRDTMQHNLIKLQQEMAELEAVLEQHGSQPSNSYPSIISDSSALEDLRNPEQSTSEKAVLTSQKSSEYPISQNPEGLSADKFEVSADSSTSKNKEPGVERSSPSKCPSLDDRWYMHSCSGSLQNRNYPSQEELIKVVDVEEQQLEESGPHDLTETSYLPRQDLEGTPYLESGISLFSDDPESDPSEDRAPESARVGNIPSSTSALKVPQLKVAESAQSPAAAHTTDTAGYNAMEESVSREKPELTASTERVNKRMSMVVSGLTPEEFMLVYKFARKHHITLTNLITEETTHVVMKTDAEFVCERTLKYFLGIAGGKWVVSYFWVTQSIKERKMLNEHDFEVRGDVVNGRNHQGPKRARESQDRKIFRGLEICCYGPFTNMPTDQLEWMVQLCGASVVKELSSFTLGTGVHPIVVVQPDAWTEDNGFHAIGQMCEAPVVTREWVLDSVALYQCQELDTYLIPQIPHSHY
#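 Fluorescence polarization: His-tagged BRCT (~35 kDa BRCA1 C-terminus, 250 nM) bound to 100 nM fluorescein-labeled phosphorylated 10-aa BACH1 peptide, pH 7.3 phosphate buffer with DTT and Tween 20. Compounds incubated 12 min at room temperature; inhibition read as lowered polarization.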
# HADH2 inhib: blocks human hydroxyacyl-CoA dehydrogenase type II; Q99714; recombinant HADH2, NADH fluorescence, beta-hydroxybutyryl-CoA; Potency, µM (top dose mostly 57.1 µM), inactives show at the top dose activity change, negative = inhibition, hits mostly inhibitors; 73,000 compounds, 3.4% hits; AID 886; note: potency is the fitted concentration of half-maximal effect; % is set by controls: 0 for no effect and ±100 for the full control effect; nearly all actives have a fitted effect of over 60% in size; many of its hits are not listed in these tables
#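 20 nM HADH2 + cpd, 15 min RT; add 1 mM NAD+/90 uM beta-hydroxybutyryl-CoA; kinetic fluorescence 360/450 nm, 4 min. Tris-HCl pH 9.0, 0.01% Tween-20.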
# Hsp90 Hop PPI: changes Hsp90-Hop TPR2A binding signal, up or down | AlphaScreen TPR2A-His6 binding biotin-Hsp90 C-terminal peptide | Potency, µM (top dose mostly 57 µM), for the others: at the highest dose activity change, negative = inhibition | 71,000 compounds, 0.44% hits; active = well fitted curve in either direction with a large enough effect; inconclusive = small, poorly fitted or top-dose-only effect, or another doubt; note: potency is the fitted concentration of half-maximal effect; % is set by controls: 0 for no effect and ±100 for the full control effect; many of its hits are not listed in these tables
# CRE-bla Fsk: alters forskolin-stimulated CRE reporter signaling in CHO cells; CHO CRE-bla reporter (cAMP response element driving beta-lactamase), forskolin EC10, beta-lactamase ratio; Potency, µM (series often up to 38.2 µM), for the others: top-dose activity change, negative = inhibition, usual class: activators; 71,000 compounds, 2.5% hits; active = well fitted activation curve with a large enough effect in the signal ratio, with a control signal flat, not every such curve was filed as active; inconclusive = small, poorly fitted or top-dose-only effect, or effect the other way, or a change in a side signal; the % refers to the signal ratio; note: potency is the fitted concentration of half-maximal effect; % of control where 0% means no effect
#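 The 460nm/530nm emission ratio after CCF4 loading defined %Activity, from which AC50 values were obtained. CRE-bla CHO cells received compound dilution series together with an EC10 level of NKH 477 for 3 hours at 37 degrees Celsius.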
# 15-hLO inh: blocks human 15-lipoxygenase activity; 74,000 compounds, 1.4% hits; P16050; AID 887; Potency, µM (highest dose often 57.1 µM), without a hit: at the highest dose activity change, negative = inhibition, actives largely listed as inhibitors; purified 15hLO-1, xylenol orange hydroperoxide absorbance; note: potency is the fitted concentration of half-maximal effect; % is set by controls: 0 for no effect and ±100 for the full control effect; nearly all actives have a fitted effect of over 55% in size
#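 Purified human 15hLO-1 (40 nM) in 25 mM Hepes pH 7.5, 0.01% Triton X-100, preincubated 15 min RT with compound, then 50 uM arachidonic acid for 6 min. Hydroperoxide read by ferrous/xylenol orange, 30 min; 573/405 nm absorbance ratio gave progress.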
# Pol III holo inh: DNA polymerase III holoenzyme inhibition; reconstituted DNA polymerase III holoenzyme replication, biochemical; 71,000 compounds, 0.25% hits; AID 603; Potency, µM (doses to about 57.1 µM), without a hit: top-dose activity change, negative = inhibition; note: potency is the fitted concentration of half-maximal effect; % is set by controls: 0 for no effect and ±100 for the full control effect
#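 Reconstituted *E. coli* holoenzyme (0.35 nM Pol III, 1 nM beta, 154 nM SSB, 2 nM primase) was preincubated with compound for 15 min at RT. Synthesis on 1.4 nM ssM13Gori ran 35 min, then was stopped with PicoGreen/EDTA and read as dsDNA fluorescence.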
# BRCT PPI red: inhibitors of human BRCA1 BRCT-phosphoprotein interaction (red fluorophore). P38398. BRCT-phosphopeptide binding, red fluorescence polarization. 75,000 compounds, 0.03% hits. Potency, µM (series often up to 76.9 µM), for inactives: top-dose activity change, negative = inhibition, hits mostly inhibitors. AID 892; note: % is set by controls: 0 for no effect and ±100 for the full control effect
#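 Fluorescence polarization: 100 nM His-tagged BRCA1 BRCT with 100 nM TAMRA-labelled phospho-BACH1 decapeptide, phosphate buffer pH 7.3 with 150 mM NaCl, DTT, 0.01% Tween 20; 12 min RT. Binding inhibition seen as FP decrease.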
# USP2a inh: USP2a (human) protease inhibition; O75604; USP2a enzymatic assay, qHTS inhibition; Potency, µM (series often up to 38.3 µM), for the others: top-dose activity change, negative = inhibition, usual class: inhibitors; 60,000 compounds, 0.1% hits;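 note: potency is the fitted concentration of half-maximal effect; nearly all actives have a fitted effect of over 60% in size; plate controls were DMSO for no effect and NEM full inhibition control for full effect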
#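 Inhibition is measured in a cell-free coupled assay with 20 nM USP2 core, 20 nM Ub-PLA2 and 20 uM NBD C6-HPC, 2.5 h incubation. Activity normalized to NEM control.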
# Epigenetic mod: derepresses silenced GFP locus in mouse C127i cells. mouse C127i GFP locus derepression, cytometry, 30 h. Potency, µM (top dose mostly 46.1 µM), without a hit: at the highest dose GFP derepression (activation). 68,000 compounds, 0.09% hits; note: % of control where 0% means no effect
#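 Read-out is the number of GFP-positive cells, scored as fluorescent objects 20 to 120 um wide, reflecting derepression of a silenced CMV-GFP reporter in murine C127i cells after 30 h compound exposure at 37 C.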
# UbGFP stabilizer: inhibits proteasome, raising ubiquitin-GFP reporter fluorescence; Ubiquitin-GFP reporter cells, proteasome inhibition, GFP fluorescence; response scale: untreated = 0%, 10 µM MG-132 = 100%; Potency, µM (highest dose often 45.9 µM), inactives show top-dose activation (GFP accumulation), most hits filed as activators; 67,000 tested, under 10 active; active = well fitted activation curve with a large enough effect, not every such curve was filed as active; inconclusive = small, poorly fitted or top-dose-only effect, or another doubt; inactive = no such curve, though single readings can be large or run the other way; note: potency is the fitted concentration of half-maximal effect
#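 Proteasome blockade was scored as a rise in GFP-expressing U2OS cells carrying a ubiquitin(G76V)-GFP construct, imaged after 4 hr compound treatment at 37 °C across a 46 uM–2.9 nM series.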
# * marks the source's active call; other numbers are inactive results; ? = inconclusive; . = no result given; [ ] = remark or other dose. Unless noted, calls come from the whole dose curve; as a rule, active = well fitted curve in the direction sought with a large enough effect; inconclusive = small, poorly fitted or top-dose-only effect, or another doubt; inactive = no such curve, though single readings can be large; an effect the other way counts as inactive or inconclusive. A portion of the library; rates above refer to the full screens.
SMILES,HBB splicing,BRCT inh green,HADH2 inhib,Hsp90 Hop PPI,CRE-bla Fsk,15-hLO inh,Pol III holo inh,BRCT PPI red,USP2a inh,Epigenetic mod,UbGFP stabilizer
COc1ccc(OCCCON2C(=O)c3ccccc3C2=O)cc1,1.8%,0.9%,-2%,10%,3%,13%,2%,0.4%,1%,-3%,5%
CN(C)CCNC(=O)C(C(=O)c1ccc(F)cc1)n1ccccc1=O (configuration not stated),-1.4%,-0.8%,5%,-5%,9%,-7%,3%,-0.5%,0%,0%,-1%
Cc1ccc(-n2nc(C)c3c2OC(N)=C(C#N)C3c2ccncc2)cc1 (configuration not stated),.,-0.6%,3%,-18%,-10%,-4%,-3%,-0.2%,-4%,0%,2%
COc1cccc(C(=O)Cn2c(N3CCOCC3)nc3c2c(=O)n(C)c(=O)n3C)c1,-0.7%[0.369 µM],-3.8%,5%,-2%,-2%,8%,-2%,0.8%,6%,0%,.
COc1cccc(-c2cc(NCc3ccccc3)ncn2)c1,-0.3%,-1.2%,-2%,6%,?,5%,1%,-1.3%,23%,-3%[9.22 µM],-1%
O=S(=O)(c1ccccc1)N1CCN(C2CCN(Cc3ccccc3)CC2)CC1,1.5%,-1.5%,-2%,-5%,-3%,-10%,-2%,-1.4%,15%,-2%,-4%
Cc1cc2ccccc2n1CCNC(=O)c1cccs1,-0.7%,-1.6%,2%,0%,?,-9%,-3%,-0.8%,.,.,5%
O=c1c(/C=N/O)coc2ccc3ccccc3c12,2.3%[1.84 µM],1.8%,6%,2%,?,-5%,-2%,0.8%,0%,-3%,-1%
Cc1c(/C(O)=C2\C(=O)C(=O)N(CCCN(C)C)C2c2ccncc2)cnn1-c1ccccc1 (configuration not stated),3.8%[57.5 µM],-1.1%,0%,-1%,?,13%,8%,1.1%,-11%,2%,-3%
Cc1ccc2[nH]c3c(c2c1)CCc1cn[nH]c1-3,1.1%[1.84 µM],-0.9%,?,-4%,?,-15%,-3%,-0.7%,-23%,0%,1%
COC(=O)C(C)Sc1nnc(Cc2cc(=O)[nH]c(=O)[nH]2)n1-c1ccc(Cl)cc1 (configuration not stated),-0.9%,-1.9%,-2%,-2%,-15%,2%,-2%,-1.7%,.,3%,-3%
CCCOc1ccc(Cc2nc(N)nc(N)n2)cc1,-0.7%,-3.0%,?,-3%,?,-15%,-3%,-0.5%,0%,3%,-1%
CN(C)S(=O)(=O)c1ccc2nc(NC(=O)c3cccnc3)sc2c1,-0.5%,1.2%,?,-3%,13%,-19%,-6%,-0.4%,25%,0%,7%
O=C(Nc1ccccc1N1CCOCC1)c1ccc2ccccc2n1,-4.5%,-0.8%,-1%,1%,19%,-21%,-3%,0.4%,-26%,2%,2%
CC1CCc2nc(N)c(C#N)c(-c3ccncc3)c2C1 (configuration not stated),-1.0%,-2.3%,9%,-2%,-6%,4%,-10%,-0.7%,1%,0%,2%
CC(C)CN1CCCC2(CCN(C(=O)c3csnn3)CC2)C1,2.4%,-2.1%,4%,1%,-5%,5%,0%,-1.1%,21%,4%[9.22 µM],-6%
CCn1c2ccccc2c2nnc(SCN3C(=O)c4ccccc4C3=O)nc21,1.1%[0.0738 µM],-2.6%,0%[11.4 µM],-5%[11 µM],?,?,-2%[11.4 µM],-0.3%,13%[7.66 µM],-3%,6%[9.17 µM]
CCN(CC)S(=O)(=O)c1ccc2c3c(cccc13)C(=O)N2,-0.6%,0.3%,?,2%,?,-13%,-2%,-0.2%,.,.,4%
CC(C)OC(=O)CSc1nnc2n1C(C)(C)Cc1ccccc1-2,.,4.5%,-12%,24%,3%,-9%,-11%,-1.7%,-2%,-2%,-5%
CCN1C(C)=C(C(=O)OC)C(c2ccccc2)N2C(=O)[C@@]3(C(=O)OC)O[C@@]12C1C(=O)N(c2ccccc2)C(=O)C13 (some centres not stated),1.0%[9.22 µM],-1.1%[15.4 µM],1%[11.4 µM],.,.,1%[11.4 µM],.,-2.9%[15.4 µM],.,.,.
Cc1ccc(-c2nnc3c4ccccc4c(C)nn23)cc1S(=O)(=O)N1CCN(C)CC1,0.4%[57.5 µM],0.0%,9%,-3%,?,-3%,-6%,-0.5%,15%,0%,0%
O=C(c1ccccc1)N1CCCOC1c1ccccc1 (configuration not stated),-1.6%,-1.2%,5%,-1%,5%,-1%,-1%,-0.6%,-6%,0%,1%
COc1ccc(N2CCN(c3nc4c(c(=O)[nH]c(=O)n4C)n3Cc3ccccc3Cl)CC2)cc1,0.1%,-0.3%,7%,-13%,?,-3%,-6%,-1.4%,.,0%,-3%
O=C(c1cc(-c2ccc3c(c2)OCO3)on1)N1CCOCC1,1.2%,2.7%,2%,-2%,-1%,-19%,0%,0.9%,6%,0%,-3%
COc1cccc(NC(=O)C2C3C=CC4(O3)C2C(=O)N(C(C)C)C4C(=O)NC2CCCCC2C)c1 (configuration not stated),-0.1%,-1.6%,1%,-5%,0%,-1%,5%,-0.9%,4%,2%,8%
COc1ccc(C)cc1NC(=O)CN(c1ccccc1)S(C)(=O)=O,-0.1%[9.22 µM],0.1%,15%,-4%,-4%,3%,3%,-0.8%,4%,0%,-12%
CCCN(CCC)CCNS(=O)(=O)c1ccc2c(c1)oc(=O)n2C,0.2%,-0.4%,?,2%,7%,-1%,-8%,0.5%,1%,3%,-6%
COC(=O)[C@@]1(Cc2ccc(OC)cc2)[C@H]2c3cc(C(=O)N4CCCC4)n(Cc4cc(F)c(F)c(F)c4)c3C[C@H]2CN1C(=O)c1ccccc1,0.2%,2.1%,7%,-16%,-4%,.,8%,-0.6%,.,.,.
c1ccc2c[n+](Cc3ccnc4ccccc34)ccc2c1,2.9%[9.22 µM],1.6%[15.4 µM],-11%[11.4 µM],0%[11 µM],8%[7.6 µM],-4%[11.4 µM],-10%[11.4 µM],-2.2%[15.4 µM],.,-6%[9.22 µM],-5%[9.17 µM]
CCN(Cc1nc2ccccc2c(=O)[nH]1)Cc1cc(=O)oc2cc(C)c(C)cc12,0.1%[57.5 µM],3.4%,-8%,-9%,?,?,-7%,-2.0%,29%,1%,-8%
COc1ccccc1NC(=O)C1=C(C)Nc2nc(CCCO)nn2C1c1ccc2c(c1)OCO2 (configuration not stated),0.6%,-0.2%,2%,-4%,1%,8%,3%,0.0%,25%,3%,10%
CCn1c(SCC(=O)N2CCC(C(N)=O)(N3CCCCC3)CC2)nnc1-c1ccccc1,0.3%,1.1%,7%,-1%,1%,4%,-2%,1.5%,9%,-2%,-1%

# Exported with tabs: part of the list above
Structure	HBB splicing	BRCT inh green	HADH2 inhib	Hsp90 Hop PPI	CRE-bla Fsk	15-hLO inh	Pol III holo inh	BRCT PPI red	USP2a inh	Epigenetic mod	UbGFP stabilizer
COc1ccc(N2CCN(c3nc4c(c(=O)[nH]c(=O)n4C)n3Cc3ccccc3Cl)CC2)cc1	0.1%	-0.3%	7%	-13%	?	-3%	-6%	-1.4%	.	0%	-3%
O=C(c1cc(-c2ccc3c(c2)OCO3)on1)N1CCOCC1	1.2%	2.7%	2%	-2%	-1%	-19%	0%	0.9%	6%	0%	-3%
COc1cccc(NC(=O)C2C3C=CC4(O3)C2C(=O)N(C(C)C)C4C(=O)NC2CCCCC2C)c1 (configuration not stated)	-0.1%	-1.6%	1%	-5%	0%	-1%	5%	-0.9%	4%	2%	8%
COc1ccc(C)cc1NC(=O)CN(c1ccccc1)S(C)(=O)=O	-0.1%[9.22 µM]	0.1%	15%	-4%	-4%	3%	3%	-0.8%	4%	0%	-12%
